SENP8 block-1: blocks the human protease SENP8; inhibition, % at 10 µM; purified SENP8, Z-RLRGG-aminoluciferin cleavage, luminescence; AID 2540; hit rate 1.2% among 330,000; in the data active means inhibition above about 50%
SENP1 inh: blocks the human SENP1 SUMO protease catalytic domain. Q9P0U3. recombinant SENP1 catalytic domain, CyPet-SUMO1-YPet FRET cleavage. inhibition, % at 10 µM. hit rate 0.21% among 360,000. AID 624204;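 active means inhibition at least 30% at 10 µM, raw YFP signal under a set limit, fluorescence ratio 0.5 to 1.5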;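 further: 0% = enzyme with DMSO and 100% = no enzyme wells; some results filed as inactive read as strong as hits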
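Test system: human SENP1 catalytic domain; medium: Tris pH 8 buffer plus EDTA, NaCl, BME, BSA, NP40, catalase; incubation: 50 min reaction at room temperature; technique: FRET, CFP and YFP emission; controls: no-enzyme low control and enzyme-plus-DMSO high control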
A3G deaminase: inhibitors of human APOBEC3G DNA deaminase; Q9HC16; inhibition, % at 20 µM; AID 493012; hit rate 0.28% among 330,000; recombinant A3G, ssDNA deamination FAM/TAMRA fluorescence;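 active means inhibition of at least 40% at 20 µM, with no more than 30% in the related APOBEC3A deaminase screen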;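 further: plate controls were DMSO wells with A3G for no effect and wells lacking A3G enzyme for full effect; some compounds called inactive have numbers as strong as hits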
Target sequence (Q9HC16 whole entry, looked up): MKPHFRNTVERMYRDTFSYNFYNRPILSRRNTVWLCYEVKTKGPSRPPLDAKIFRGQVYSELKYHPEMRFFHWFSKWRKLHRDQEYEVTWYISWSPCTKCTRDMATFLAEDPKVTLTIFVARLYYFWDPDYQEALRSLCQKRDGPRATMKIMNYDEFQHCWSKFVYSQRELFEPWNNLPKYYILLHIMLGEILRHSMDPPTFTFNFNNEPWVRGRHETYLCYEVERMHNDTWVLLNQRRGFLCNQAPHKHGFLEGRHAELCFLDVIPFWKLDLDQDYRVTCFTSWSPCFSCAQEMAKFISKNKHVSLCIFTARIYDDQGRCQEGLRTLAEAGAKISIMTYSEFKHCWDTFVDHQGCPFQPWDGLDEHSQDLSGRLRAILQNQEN
SENP7 inh: SENP7 protease inhibition | recombinant SENP7, Z-RLRGG-aminoluciferin luminescence, 40 min | inhibition, % at 5 µM | hit rate 1.5% among 330,000 | AID 434973;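 active means inhibition above about 50% at the single test dose, limit read from the data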;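 further: plate controls were DMSO with enzyme for no effect and no enzyme buffer wells for full effect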
Target sequence (Q9BQF6 706-1050 limits assumed): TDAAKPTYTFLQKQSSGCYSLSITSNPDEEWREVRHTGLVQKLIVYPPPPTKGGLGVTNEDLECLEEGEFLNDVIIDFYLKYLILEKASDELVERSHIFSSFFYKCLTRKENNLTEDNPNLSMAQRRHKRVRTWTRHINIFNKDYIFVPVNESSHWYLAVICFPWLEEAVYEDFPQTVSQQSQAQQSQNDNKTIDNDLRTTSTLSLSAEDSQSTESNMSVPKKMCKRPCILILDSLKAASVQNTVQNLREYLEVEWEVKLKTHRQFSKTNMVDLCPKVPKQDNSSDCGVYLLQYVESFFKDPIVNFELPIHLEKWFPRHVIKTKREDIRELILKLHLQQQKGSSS
SENP6 inh: inhibitors of human SENP6 protease; inhibition, % at 10 µM; Recombinant SENP6 catalytic domain, aminoluciferin luminescence; AID 2599; Q9GZR1; hit rate 1.8% among 330,000;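 active means inhibition above about 50% at the single tested dose, limit read from the data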;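 further: plate controls were DMSO wells with enzyme for no effect and DMSO wells lacking enzyme for full effect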
Apaf1 inhib: human Apaf-1 inhibition; O14727; inhibition, % at 20 µM; reconstituted apoptosome caspase-3 activity, DEVD-Rh110 fluorescence; AID 489030; hit rate 0.71% among 330,000; active means inhibition of at least 40% at 20 µM;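 further: plate controls were DMSO wells for no effect and DEVD-CHO caspase inhibitor wells for full effect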
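Material: reconstituted apoptosome with Apaf-1, cytochrome c, caspase-9, procaspase-3, dATP; medium: pH 7.5 Hepes buffer with CHAPS, BSA, DTT; also added: cytochrome c and DEVD-Rh110 substrate; timing: 30 min plus 50 min, RT; signal: Rh110 fluorescence intensity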
UBC13 inh: human UBC13 polyubiquitination inhibition; UBC13 polyubiquitin chain formation, TR-FRET; inhibition, % at 20 µM; hit rate 0.47% among 330,000; P61088; in the data active means inhibition above about 45%, passing the limit was not always enough
Target sequence (P61088 whole entry, looked up): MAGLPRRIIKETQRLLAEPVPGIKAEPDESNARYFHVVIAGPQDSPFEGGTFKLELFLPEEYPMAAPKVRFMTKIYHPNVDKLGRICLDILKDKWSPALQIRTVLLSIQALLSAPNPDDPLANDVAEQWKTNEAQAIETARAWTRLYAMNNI
SENP8 block-2: inhibitors of human SENP8 protease; hit rate 0.64% among 360,000; recombinant SENP8, Nedd8 substrate fluorescence; AID 602440; inhibition, % at 20 µM; in the data active means inhibition mostly above about 40%, no sharp cut-off; inactive means mostly below about 27%
* = called active by the depositor; . = not tested or not shown.

SMILES	SENP8 block-1	SENP1 inh	A3G deaminase	SENP7 inh	SENP6 inh	Apaf1 inhib	UBC13 inh	SENP8 block-2
CCOc1cc2[nH]c(=S)n(C3CC3)c(=O)c2cc1OCC	-6	3	-1	-1	15	-11	-11	11
CCCCN1CCc2c([nH]c3c(C)cccc23)C1=O	-19	-2	-2	-8	-1	7	-5	-7
Cc1ccc(S(=O)(=O)c2nc(-c3ccco3)oc2SC(C)C)cc1	7	-6	0	12	-23	21	-6	-4
CCNC(=O)CC1SC(=Nc2ccccc2C)N(C)C1=O (stereo not drawn)	-13	0	0	-10	-5	-12	-4	4
O=C(CN1CCc2ccccc21)NC(=O)NCc1ccccc1	-3	0	6	-5	-15	1	5	11
Cc1c(CCOC(=O)c2ccc(N3CCOCC3)c([N+](=O)[O-])c2)sc[n+]1CC#N	2	4	-6	-6	-13	-26	12	11
O=C(CCC(=O)Nc1ccccc1Cl)NNC(=O)NC1CCCCC1	-1	2	-8	2	-12	-10	2	12
CCCCCC/C=C/c1ccc(OC)c([C@H]2[C@H]3C=CC[C@@H](C)[C@@H]3C(=O)N2Cc2ccccc2)c1	5	2	-7	5	-1	5	-21	14
O=C(c1ccc(CS(=O)(=O)c2cccc(C(F)(F)F)c2)o1)N1CCN(c2ccccn2)CC1	-2	-2	-4	-1	-4	-1	6	9
O=C(CNS(=O)(=O)c1c(Cl)cccc1Cl)OCC(=O)N1CCN(c2ccccc2)CC1	-14	2	-5	-6	-24	3	-3	10
CCN(CC)S(=O)(=O)c1ccc(N2CCCCC2)c(NC(=O)C2=COCCO2)c1	-1	2	-10	1	-20	13	-4	11
Fc1ccccc1/C=C1\CCCC2=C1Nc1nnnn1C2c1ccccc1F (stereo not drawn)	8	-6	-7	3	2	10	0	-24
COC(=O)C1CCN(S(=O)(=O)Cc2ccccc2Cl)CC1	1	1	-3	-2	2	1	1	16
Cc1cccc(C(=O)NC2CC3CCC(C2)N3C)c1 (stereo not drawn)	-9	-2	-4	4	-7	6	-5	1
CCCNCc1cc(OC)c(OCC(=O)NCCc2ccccc2)cc1Br	6	0	-7	-5	5	0	9	14
N#Cc1ccc(CN2CCN(C(=O)CCNS(=O)(=O)c3ccc(F)c(Cl)c3)CC2)cc1	0	2	0	13	-7	2	8	13
O=C(NCCN1CCOCC1)c1cn(-c2ccccc2)nc1-c1cccs1	-8	4	0	-5	0	3	-23	12
CC1Cc2ccccc2N1CC(=O)Nc1ccc(Cl)c(S(=O)(=O)N(C)C)c1 (stereo not drawn)	4	2	-8	4	8	-8	-5	14
CC1CCCCN1S(=O)(=O)c1ccc(S(=O)(=O)N(CC(=O)Nc2ccccc2)Cc2cccs2)cc1 (stereo not drawn)	6	1	4	8	8	14	1	6
O=C(CNc1cccc(Cl)c1)NNC(=S)NCc1ccccc1	4	3	-10	4	-18	0	-13	6

Three entries from above, sorted by the value under SENP1 inh, highest first:
| SMILES | SENP8 block-1 | SENP1 inh | A3G deaminase | SENP7 inh | SENP6 inh | UBC13 inh | SENP8 block-2 |
| --- | --- | --- | --- | --- | --- | --- | --- |
| O=C(NCCN1CCOCC1)c1cn(-c2ccccc2)nc1-c1cccs1 | -8 | 4 | 0 | -5 | 0 | -23 | 12 |
| N#Cc1ccc(CN2CCN(C(=O)CCNS(=O)(=O)c3ccc(F)c(Cl)c3)CC2)cc1 | 0 | 2 | 0 | 13 | -7 | 8 | 13 |
| CCCNCc1cc(OC)c(OCC(=O)NCCc2ccccc2)cc1Br | 6 | 0 | -7 | -5 | 5 | 9 | 14 |

Returning to the listing with the two entries that preceded the break.
SMILES	SENP8 block-1	SENP1 inh	A3G deaminase	SENP7 inh	SENP6 inh	Apaf1 inhib	UBC13 inh	SENP8 block-2
CC1CCCCN1S(=O)(=O)c1ccc(S(=O)(=O)N(CC(=O)Nc2ccccc2)Cc2cccs2)cc1 (stereo not drawn)	6	1	4	8	8	14	1	6
O=C(CNc1cccc(Cl)c1)NNC(=S)NCc1ccccc1	4	3	-10	4	-18	0	-13	6
COc1ccc(/C(C)=N/N2CCOCC2)c(O)c1	-2	2	-9	9	12	-24	11	19
Cc1cc(SCC#N)n2nc(C)c(-c3ccc(Cl)cc3)c2n1	-2	4	-3	3	-6	1	4	9
Cc1ccc(C(=O)C(c2ccccc2)N2Cc3ccccc3C2=N)cc1 (stereo not drawn)	-2	3	-5	-5	-7	22	10	-407
COc1ccc(-c2nc(-c3ccc(NC(=O)c4ccc(Br)o4)cc3)no2)cc1OC	20	-1	-2	4	24	1	-1	-3
COc1ccc(N(C)S(=O)(=O)c2cccc3nsnc23)cc1	3	1	0	-4	3	-2	1	11
COCCOc1ccc(C(F)(F)F)cc1NC(=O)COC(=O)c1cc[n+]([O-])cc1	-12	-3	-9	-7	-14	12	1	6
CCOC(=O)c1ccc(NCc2ccc3c(c2)OCO3)cc1	-12	-1	-6	2	-44	11	3	0
CC(NC(=O)CN1c2cccc3cccc(c23)S1(=O)=O)c1ccc(S(N)(=O)=O)cc1 (stereo not drawn)	-14	0	-3	13	-12	4	5	-424
O=C(COc1ccc(F)cc1F)N1CCCCCCC1	-9	2	-1	-18	-4	19	-9	25
COc1cccc(N(CC(=O)NC(C)(C)C)C(=O)C2CSC(=O)C2)c1 (stereo not drawn)	4	1	-3	-9	-6	-13	11	14
CC1(c2ccccc2)NC(=O)N(Cc2ccc([N+](=O)[O-])cc2)C1=O (stereo not drawn)	0	1	1	0	1	3	-1	13
O=C(CCCNS(=O)(=O)c1cccc2nsnc12)NCc1ccc(F)cc1	5	4	-5	-2	-2	-4	-2	19
Cc1ccc(SCC(=O)OCC(=O)NCCc2ccc(S(N)(=O)=O)cc2)c(C)c1	4	5	-4	3	11	-2	-5	-2
CCOCc1nnc(NC(=O)c2c(-c3ccccc3)noc2C)s1	2	-1	1	0	-15	-14	2	-3
Cc1cc(C)n(C(=O)c2nn(C)c(C)c2[N+](=O)[O-])n1	-1	0	-4	-4	-2	-12	2	6
CN(C)CCCN(Cc1ccccc1)C(=S)Nc1cccc(C(F)(F)F)c1	-8	5	-6	-11	-2	7	0	23
CCOc1ccc(NC(=S)NC(=O)c2c(Br)cnn2C)c([N+](=O)[O-])c1	-1	0	-3	-6	-12	3	-9	19
O=C(N/N=C/c1cccc(O)c1)C(=O)N1CCCCCC1	2	2	-4	4	-6	-1	3	6
COc1ccc(NC(=O)c2ccc(-n3cncn3)c([N+](=O)[O-])c2)cc1	-5	2	-3	-1	-12	-1	4	7
C=CC[C@H](CC(=O)NCCO)C(=O)N[C@@H](C)COC(=O)[C@@H](CC=C)CC(=O)OC(C)(C)C	3	2	-6	-1	2	4	4	11
O=C(N/N=C/c1ccc(Cl)cc1)c1nc2ccc([N+](=O)[O-])cc2c(=O)[nH]1	0	-26	-1	-6	11	20	-23	-80
Cc1ccc(S(=O)(=O)N(C)C[C@@H]2Oc3ccc(NC(=O)CCC(F)(F)F)cc3CC(=O)N([C@@H](C)CO)C[C@@H]2C)cc1	7	0	4	3	0	14	2	-2
O=C(Nc1ccc(Cl)cc1)OCc1ccccn1	-17	2	-6	-12	-7	16	-2	9
CCOc1ccccc1NC(=O)C(CC)Sc1nc2ccncc2[nH]1 (stereo not drawn)	-3	1	-10	-20	-15	3	36	18
COc1cc(/C(C#N)=C/c2cccc3ccccc23)c([N+](=O)[O-])cc1OC	1	4	-6	5	2	-5	9	-20
CCCS(=O)(=O)N1CCC(C(=O)NCc2ccc3c(c2)OCO3)CC1	-5	1	9	7	-11	-1	2	11
COc1cc(CN2CCN(C(=O)c3ccc(-c4ccccc4)cc3)CC2)cc(OC)c1OC	6	3	-11	2	7	-7	2	13
COc1ccc(NC(=O)C(=O)NCCC2CCCCN2S(=O)(=O)c2ccccc2)cc1 (stereo not drawn)	-11	2	-7	6	-21	5	4	-7
CCn1c(COc2ccccc2OC)nnc1SCC#N	3	-1	-3	5	-2	12	-2	9
O=[N+]([O-])c1cccc(-c2noc(-c3ccco3)n2)c1	45	0	-1	54*	68*	0	2	16
COc1cc(NC(=O)CSc2nc3c(c(=O)n(C)c(=O)n3C)n2C)cc(OC)c1	8	1	-6	-8	17	-1	6	2
CC(=O)Nc1ccc(OCc2nnc(-c3ccc(Cl)cc3)o2)cc1	-13	0	-18	-8	-22	-4	6	-8
c1ccc(-c2ccc(-c3nc(-c4cccnc4)no3)cc2)cc1	90*	3	-1	99*	97*	1	7	-17
CCOc1cc(S(=O)(=O)NCc2ccccn2)ccc1Cl	-1	-1	-4	-2	-22	-15	0	14
CCC(=O)Nc1nc2nc(C)cc(=O)n2[nH]1	2	1	-6	3	-2	-8	4	6
O=C(O)CC12CC3CC(C1)CC(n1ncc(NCc4ccccc4)c(Cl)c1=O)(C3)C2	-14	0	-6	-8	-12	7	-9	11
Cc1cc(S(=O)(=O)NCC(C)C)ccc1OCC(=O)NC1CC1	0	3	-11	-8	-13	-5	2	-5
Cc1ccccc1C(=O)N/C(=C/c1ccc(-c2cccnc2Cl)o1)C(=O)NCCCN1CCN(C)CC1	0	-6	2	5	-8	4	-3	-365
Cc1cc(C#N)c2ccccc2n1	-1	0	-6	11	8	-1	3	16
CCC(C)N1C(=O)CCC1C(=O)N1CCN(c2ccc(F)cc2)CC1 (stereo not drawn)	2	1	-11	-11	4	2	-13	14
N#Cc1cc([N+](=O)[O-])ccc1Oc1ccc(-c2nnco2)cc1	1	2	-1	2	-40	6	0	2
COc1ccc(CC2(CO)CCN(S(=O)(=O)c3cccc4cccnc34)CC2)cc1	-1	0	-2	2	1	6	-3	16
Cc1nc(C)c(C(=O)OCC(=O)Nc2cccc(C)c2C)s1	6	5	-3	-6	-2	0	-8	7
Cn1c2ccccc2n2c(=O)c(=O)n(CC(=O)c3ccc(Cl)cc3)nc12	-8	-13	-6	-2	-24	7	-7	-38
O=C(CCN1CCN(C/C=C/c2ccccc2)CC1)Nc1cccc(F)c1	1	-1	-11	11	15	2	13	0
O=C(Nc1ccccc1Cl)C1Cc2ccccc2O/C1=N\O (stereo not drawn)	5	-3	-1	-6	-17	-3	10	4
Cc1ccc(SC[C@H](c2ccccc2)N2CCN(CCc3ccccc3)CCC2=O)cc1	12	-6	-2	2	5	27	19	12
Cn1c(=O)c2c(nc(CN3CCc4ccccc4C3)n2Cc2ccc(F)cc2)n(C)c1=O	10	-14	-5	5	27	32	8	19
CCCn1c(N/N=C(C)\C=C\c2ccccc2)nc2c1c(=O)[nH]c(=O)n2C	2	.	-6	2	-3	12	-5	.
COc1ccc2cc(C(N)=O)c(=Nc3ccccc3)oc2c1	4	-1	7	10	-1	7	-10	-367

Continued:
SMILES	SENP8 block-1	SENP1 inh	A3G deaminase	SENP7 inh	SENP6 inh	Apaf1 inhib	UBC13 inh	SENP8 block-2
CC(NC(=O)Cc1ccc(S(=O)(=O)N2CCCCC2)cc1)c1ccccc1 (stereo not drawn)	-18	-3	-7	-10	-4	13	-2	-23
Cc1ccsc1/C=N/NC(=O)Cc1ccc([N+](=O)[O-])cc1	9	4	-3	1	5	-12	-4	12
Nc1nnn(CC(=O)N/N=C/c2ccc(Cl)cc2Cl)n1	0	-2	-5	0	12	1	3	17
CC1=C(C(=O)OCC2CCCO2)C(c2ccsc2)C2=C(CC(C)(C)CC2=O)N1 (stereo not drawn)	-11	-32	-7	-12	-24	3	-6	-396
c1ccc(Nc2nc(N3CCCC3)nc(N3CCCC3)n2)cc1	4	0	-6	0	7	2	12	12
CN1CCOc2cc(S(=O)(=O)NCc3ccc(S(N)(=O)=O)cc3)ccc21	0	0	9	8	1	8	0	-2
C[C@H](CO)N1C[C@H](C)[C@@H](CN(C)C(=O)Nc2ccccc2)Oc2ccc(NC(=O)c3ccncc3)cc2C1=O	8	-9	-3	0	2	6	1	18
COc1ccc(/C=C/C=C2\N=C(SC)SC2=O)cc1	84*	-14	-7	91*	86*	17	-79	25

Source: PubChem BioAssay (Sanford-Burnham Center for Chemical Genomics)
